ALOX12 inhib: inhibitors of human 12-lipoxygenase (ALOX12); Potency, µM (top dose mostly 57.1 µM), inactives show at the highest dose activity change, negative = inhibition, hits mostly inhibitors; purified 12-hLO, xylenol orange hydroperoxide absorbance; AID 1452; P18054; hit rate 0.12% among 150,000; also: potency is read from the fitted curve at half-maximal effect; nearly all actives have a fitted effect of over 55% in size; many of its hits are not listed in these tables
Target sequence (P18054 whole entry, looked up): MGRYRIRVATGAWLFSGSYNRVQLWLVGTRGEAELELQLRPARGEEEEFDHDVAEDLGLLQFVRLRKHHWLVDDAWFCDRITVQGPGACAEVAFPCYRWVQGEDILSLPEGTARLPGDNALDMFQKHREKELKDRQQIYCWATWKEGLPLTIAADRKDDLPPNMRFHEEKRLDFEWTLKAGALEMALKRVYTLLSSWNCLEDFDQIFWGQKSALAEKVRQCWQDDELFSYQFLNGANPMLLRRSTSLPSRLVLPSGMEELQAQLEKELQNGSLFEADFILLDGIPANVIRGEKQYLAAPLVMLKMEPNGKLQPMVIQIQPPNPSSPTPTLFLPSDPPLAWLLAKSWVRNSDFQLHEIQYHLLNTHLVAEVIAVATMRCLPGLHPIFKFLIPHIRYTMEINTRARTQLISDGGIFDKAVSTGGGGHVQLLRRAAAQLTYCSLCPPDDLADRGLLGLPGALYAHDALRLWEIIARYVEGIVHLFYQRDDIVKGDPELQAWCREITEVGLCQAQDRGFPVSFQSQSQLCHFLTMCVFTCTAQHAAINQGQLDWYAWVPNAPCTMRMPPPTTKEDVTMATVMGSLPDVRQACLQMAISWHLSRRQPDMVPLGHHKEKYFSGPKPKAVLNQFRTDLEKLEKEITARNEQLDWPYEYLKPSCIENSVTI
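150 nM 12hLO, 25 mM Hepes pH 7.0 + 0.01% Triton X-100; cpd preinc 15 min RT; 40 uM arachidonic acid, 30 min RT; Fe-XO 30 min; A573/A405 ratio as read-out.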
ALOX15B inhib: 15-hLO-2 (ALOX15B) enzyme inhibition; Potency, µM (titrated, usually from 57.1 µM), without a hit: at the highest dose activity change, negative = inhibition, hits mostly inhibitors; AID 881; hit rate 0.56% among 110,000; purified 15hLO-2, xylenol orange hydroperoxide absorbance; O15296; also: potency is read from the fitted curve at half-maximal effect; nearly all actives have a fitted effect of over 60% in size; many of its hits are not listed in these tables
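Read-out: hydroperoxide product oxidises ferrous iron, measured as xylenol orange complex via the 573-to-405 nm absorbance ratio after 30 min. Reaction: 50 nM enzyme, 15 min compound preincubation, 45 uM arachidonic acid, 90 min RT, Hepes pH 7.5 with Triton X-100.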
PNC inhibitor: inhibitors of perinucleolar compartment assembly; PC3M PTB-GFP, PNC prevalence imaging, 16 h; hits give low values; activity change (PNC), negative = inhibition, % at 10 µM; hit rate 3.1% among 140,000; AID 2417;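 active = readout at or below -70, meaning at least 70% loss of cells showing the perinucleolar compartment, a nuclear body marking cancer cells; inconclusive = readout between -30 and a set limit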;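 also: plate controls were DMSO wells for no effect and camptothecin positive control wells for full effect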
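PC3M cells stably expressing PTB-GFP, 750–1000 cells/well, treated 16 h at 37 °C with compound (23 nl of library stock), in duplicate. After paraformaldehyde fixation and Hoechst stain, imaged at 20x; PNC prevalence scored by image analysis.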
IMPase inh: membrane-permeable compound that blocks inositol monophosphatase. P97697. 120,000 tested, under 10 active. inhibition (IP1 accumulation), % at 46.1 µM. CHO-M1 cells, IP1 accumulation, HTRF TR-FRET ratio; active = well fitted curve in the direction sought with a large enough effect in the signal ratio, not every such curve was filed as active; inconclusive = small, poorly fitted or top-dose-only effect, or a change in a side signal; inactive = no such curve, though single readings can be large or run the other way; the % refers to the signal ratio;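 also: cells stimulated with carbachol in lithium chloride buffer; plate controls were DMSO basal wells for no effect and reference inhibitor wells for full effect; higher means more IMPase inhibition seen as more IP1 and lower FRET ratio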
Target sequence (P97697 whole entry, looked up): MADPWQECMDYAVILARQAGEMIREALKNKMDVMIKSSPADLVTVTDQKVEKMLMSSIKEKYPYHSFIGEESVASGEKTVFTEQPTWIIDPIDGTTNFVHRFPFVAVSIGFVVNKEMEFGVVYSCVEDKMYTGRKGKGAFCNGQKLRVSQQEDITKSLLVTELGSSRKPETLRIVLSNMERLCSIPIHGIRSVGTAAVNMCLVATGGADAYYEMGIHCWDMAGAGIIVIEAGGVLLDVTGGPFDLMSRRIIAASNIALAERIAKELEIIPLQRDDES
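Seeded CHO-M1 cells were dosed with compound at up to 46 uM, stimulated with carbachol for 30 min, then lysed in IP-One detection reagents. Higher IP1 lowers the TR-FRET signal.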
* = called active by the depositor; [ ] = dose if it differs, or a comment. Unless noted, calls follow the shape of the dose curve; as a rule, active = well fitted curve in the direction sought with a large enough effect; inconclusive = small, poorly fitted or top-dose-only effect, or another doubt; inactive = no such curve, though single readings can be large; an effect the other way counts as inactive or inconclusive. Unless noted, % is scaled to controls: 0 for no effect and ±100 for the full control effect. Some of the compounds tested; rates above refer to the full screens.

What do the screens show for `CSc1nnc2c3c4c(sc3c(=O)n(-c3ccccc3)n12)CC(C)(C)OC4`?
ALOX12 inhib: 5.6%; ALOX15B inhib: -0.5%; PNC inhibitor: inconclusive; IMPase inh: -7.2

What do the screens show for `CC(c1nnc(SCC(=O)Nc2ccc3[nH]c(=O)[nH]c3c2)n1Cc1ccccc1)N(C)C` (stereo not given)?
ALOX12 inhib: 1.8%; ALOX15B inhib: 9.6%; PNC inhibitor: -16.0; IMPase inh: 5.6

Results for Cc1ccc(C(=O)Nc2sc3c(c2C(=O)O)CCCCC3)o1 ?
ALOX12 inhib: -3.2%; ALOX15B inhib: -9.0%; PNC inhibitor: inconclusive; IMPase inh: -7.4

What do the screens show for `O=C(Nc1ccccc1)Nc1ccc(S(=O)(=O)N2CCCCC2)cc1`?
ALOX12 inhib: 0.5%; ALOX15B inhib: -2.0%; PNC inhibitor: inconclusive; IMPase inh: -4.9

How did C/C(CC(=O)Nc1ccc(N(C)C)cc1)=N\NC(=O)c1ccccn1 do in these assays?
ALOX12 inhib: -2.1%; ALOX15B inhib: 29.2%; PNC inhibitor: inconclusive; IMPase inh: 4.4

What do the screens show for `N#Cc1cn(Cc2cccc(Cl)c2)c2ccccc12`?
ALOX12 inhib: -9.0%; ALOX15B inhib: -3.4%; PNC inhibitor: -102.9*; IMPase inh: inconclusive

What do the screens show for `O=C(/C=C/c1cccc([N+](=O)[O-])c1)c1ccc2c(c1)OCCO2`?
ALOX12 inhib: 3.0%; PNC inhibitor: 96.2

Results for CC(C)C[C@@H]1NC(=O)[C@H](Cc2ccc(O)cc2)NC(=O)[C@H](CCC(N)=O)NC(=O)c2cc([N+](=O)[O-])cc(I)c2NCC[C@@H](C(N)=O)NC1=O ?
ALOX12 inhib: -7.1%; PNC inhibitor: inconclusive

Results for O=C(Nc1ccc(S(=O)(=O)N2CCCCCC2)cc1)C1CCCO1 (stereo not given) ?
ALOX12 inhib: 5.2%; ALOX15B inhib: 1.7%[2.29 µM]; PNC inhibitor: inconclusive; IMPase inh: 1.1

How did CCCCNC(=O)Nc1ccccc1Br do in these assays?
ALOX12 inhib: 2.6%; PNC inhibitor: 21.5

Results for C=CCn1c(SCC(=O)Nc2sccc2C(N)=O)nc2ccccc2c1=O ?
ALOX12 inhib: 3.8%; ALOX15B inhib: -6.4%; PNC inhibitor: 3.6; IMPase inh: 7.8

What do the screens show for `O=C(CN1CCC(O)(c2ccccc2F)CC1)NCCc1c[nH]c2ccccc12`?
ALOX12 inhib: -1.8%; ALOX15B inhib: 17.0%; PNC inhibitor: 32.0; IMPase inh: -13.9

Results for Cc1ccc(N=CC2=C(O)CC(c3ccc(Cl)cc3)CC2=O)cc1 (stereo not given) ?
ALOX12 inhib: -3.3%; PNC inhibitor: 7.3

What do the screens show for `Nc1nnc(SCC(=O)Nc2ccc3c(c2)OCCO3)s1`?
ALOX12 inhib: 3.8%; ALOX15B inhib: -7.7%; PNC inhibitor: -24.0; IMPase inh: -5.1

How did CCC(C)c1ccccc1NC(=O)C1CCCO1 (stereo not given) do in these assays?
ALOX12 inhib: -2.7%; ALOX15B inhib: -6.5%; PNC inhibitor: inconclusive; IMPase inh: 0.6

What do the screens show for `c1ccc2c(c1)-c1nc3ccccc3cc1[C@H]2N1CCOCC1`?
ALOX12 inhib: 1.1%[11.4 µM]; ALOX15B inhib: -8.4%[11.4 µM]

Results for Cc1ccc(NS(=O)(=O)c2cc(C(=O)NCc3ccccn3)ccc2Cl)cc1C ?
ALOX12 inhib: -6.1%; ALOX15B inhib: 13.9%; PNC inhibitor: -23.7; IMPase inh: 2.8

How did N#Cc1c(NC(=S)NC(=O)c2ccccc2)sc2c1CCCC2 do in these assays?
ALOX12 inhib: -2.0%; PNC inhibitor: inconclusive

Results for CCn1c(=O)cc(OCC(=O)Nc2ccc3c(c2)OCCO3)c2ccccc21 ?
ALOX12 inhib: 3.0%; ALOX15B inhib: 4.3%; PNC inhibitor: 5.1; IMPase inh: 4.7

How did CC(=O)Nc1c(-c2ccc(F)cc2)nc2ccccn12 do in these assays?
ALOX12 inhib: 4.0%; ALOX15B inhib: 0.9%; PNC inhibitor: 48.4; IMPase inh: -2.1

How did O=C(O)c1ccc(OCC(O)Cn2cnc3ccccc32)cc1 (stereo not given) do in these assays?
ALOX12 inhib: 0.1%; ALOX15B inhib: -2.9%; PNC inhibitor: 14.9; IMPase inh: 1.1

How did COCCn1c(=O)c(CCc2ccccc2)nc2cnc(Nc3cccc(OC)c3)nc21 do in these assays?
ALOX12 inhib: -5.1%; ALOX15B inhib: 4.6%

Results for COc1cccc(/C=C/C(=O)OCC(=O)Nc2ccccc2Sc2ccccc2)c1 ?
ALOX12 inhib: 0.1%; PNC inhibitor: 29.6

Results for Brc1ccc(-c2csc(-c3ccncc3)n2)cc1 ?
ALOX12 inhib: -3.1%; PNC inhibitor: 26.8

What do the screens show for `Cc1ccccc1NC(=O)c1onc2c1CCCC2`?
ALOX12 inhib: -3.2%; ALOX15B inhib: 1.0%; PNC inhibitor: inconclusive; IMPase inh: -0.1

What do the screens show for `COc1ccccc1-c1noc(-c2ccccc2C(=O)Nc2cccnc2)n1`?
ALOX12 inhib: 1.5%; ALOX15B inhib: 7.6%; PNC inhibitor: 14.4; IMPase inh: 10.2

How did CSc1nnc2c(n1)OC(c1ccsc1)N(C(C)=O)c1ccccc1-2 (stereo not given) do in these assays?
ALOX12 inhib: -4.3%; ALOX15B inhib: -7.1%; PNC inhibitor: -3.3; IMPase inh: -17.5

What do the screens show for `Cc1cc(N(C)C)c(C#N)c(N2CCCCC2)n1`?
ALOX12 inhib: 1.5%; ALOX15B inhib: -2.8%; PNC inhibitor: 61.1; IMPase inh: -3.5

What do the screens show for `Nc1ccc(C23CC4CC(CC(O)(C4)C2)C3)cc1`?
ALOX12 inhib: -0.8%; ALOX15B inhib: 1.4%; PNC inhibitor: 24.4; IMPase inh: 0.1

What do the screens show for `CS(=O)(=O)N1CCCC(C(=O)NCc2ccc(F)cc2)C1` (stereo not given)?
ALOX12 inhib: -1.4%; ALOX15B inhib: 10.2%; PNC inhibitor: 23.0; IMPase inh: -6.3

Results for O=C(NCC1CCCO1)Nc1ccccc1 (stereo not given) ?
ALOX12 inhib: -3.4%; ALOX15B inhib: -5.6%; PNC inhibitor: 26.8; IMPase inh: -8.3

What do the screens show for `CCOC(=O)/C(=C\c1cccc(O)c1)c1nc2sc(C)c(C)c2c(=O)[nH]1`?
ALOX12 inhib: -13.4%; PNC inhibitor: inconclusive

What do the screens show for `CCC1Nc2ccccc2-c2nnc(SC)nc2O1` (stereo not given)?
ALOX12 inhib: -8.6%; ALOX15B inhib: 0.8%; PNC inhibitor: 38.7; IMPase inh: -8.7

Results for CC(/C=N/NC(=O)c1ccc2nc(C)[nH]c2c1)=C\c1ccccc1 ?
ALOX12 inhib: -3.1%; PNC inhibitor: -6.3

Results for CCOC(=O)C(=NC(C)C)NNc1cc(Cl)ccc1Cl ?
ALOX12 inhib: -16.7%; PNC inhibitor: inconclusive; IMPase inh: -3.9

How did CC(=O)N1CCC2(CCCN(Cc3ccccc3)C2)CC1 do in these assays?
ALOX12 inhib: 1.5%; ALOX15B inhib: 5.4%

Results for Cc1nn(Cc2ccccc2)c2c1C(c1cccnc1)C(C#N)=C(N)O2 (stereo not given) ?
ALOX12 inhib: 4.3%; ALOX15B inhib: -10.5%; PNC inhibitor: 29.7; IMPase inh: 7.9

What do the screens show for `CCOC(=O)CSc1nnc(CNC(=O)c2ccc(S(=O)(=O)N3CCCC3)cc2)n1C`?
ALOX12 inhib: -3.0%; ALOX15B inhib: 16.6%[2.29 µM]; PNC inhibitor: 25.8; IMPase inh: -1.6

What do the screens show for `COc1cc(C(=O)Nc2ccc3c(c2)OCCO3)c(-n2cnnn2)cc1OC`?
ALOX12 inhib: 0.8%; ALOX15B inhib: 0.7%; PNC inhibitor: 5.0; IMPase inh: -6.7

Results for COc1ccc(-c2nc3cccc(C)n3c2NCc2ccco2)cc1OC ?
ALOX12 inhib: -2.8%; ALOX15B inhib: 5.5%; PNC inhibitor: -24.2; IMPase inh: -7.0

How did N#CC1=C(N)C(C#N)(C#N)[C@H](c2ccsc2)[C@H]2COCC=C12 do in these assays?
ALOX12 inhib: -8.0%; ALOX15B inhib: 9.4%[2.29 µM]; PNC inhibitor: 8.9; IMPase inh: 10.1

Results for COc1ccc(NCc2nc3ccccc3n2CCOc2ccccc2)cc1 ?
ALOX12 inhib: -0.7%; ALOX15B inhib: 27.0%; PNC inhibitor: inconclusive; IMPase inh: 15.5

How did O=C(O/N=C1/CCCc2occc21)c1ccccc1 do in these assays?
ALOX12 inhib: -5.4%; ALOX15B inhib: -3.2%; PNC inhibitor: inconclusive; IMPase inh: 3.5

How did Cn1c(CCNC(=O)c2cccs2)nnc1SCC(=O)Nc1nc(-c2ccccc2)cs1 do in these assays?
ALOX12 inhib: -7.1%; ALOX15B inhib: 5.4%; PNC inhibitor: inconclusive; IMPase inh: 3.4

How did CCn1nnnc1SCC(=O)Nc1nnc(C(C)C)s1 do in these assays?
ALOX12 inhib: 1.9%; ALOX15B inhib: -6.6%; PNC inhibitor: inconclusive; IMPase inh: 13.4

Results for CCOc1ccccc1C(=O)NN1C(=O)CCC1=O ?
ALOX12 inhib: 2.2%; PNC inhibitor: -113.8*

How did COC(=O)c1[nH]c2ccc(Cl)cc2c1NC(=O)CN1CCc2cc(OC)c(OC)cc2C1 do in these assays?
ALOX12 inhib: -6.6%; ALOX15B inhib: -1.2%; PNC inhibitor: 30.6; IMPase inh: inconclusive

How did CCCNC(=O)c1n[nH]c(=O)c2ccccc12 do in these assays?
ALOX12 inhib: 2.1%; ALOX15B inhib: -3.5%; PNC inhibitor: -18.5; IMPase inh: 8.3

Retrieved one by one from the list above, three records:
Results for COc1ccc(NCc2nc3ccccc3n2CCOc2ccccc2)cc1 ?
ALOX12 inhib: -0.7%; ALOX15B inhib: 27.0%; PNC inhibitor: inconclusive; IMPase inh: 15.5

How did N#CC1=C(N)C(C#N)(C#N)[C@H](c2ccsc2)[C@H]2COCC=C12 do in these assays?
ALOX12 inhib: -8.0%; ALOX15B inhib: 9.4%[2.29 µM]; PNC inhibitor: 8.9; IMPase inh: 10.1

How did CCCNC(=O)c1n[nH]c(=O)c2ccccc12 do in these assays?
ALOX12 inhib: 2.1%; ALOX15B inhib: -3.5%; PNC inhibitor: -18.5; IMPase inh: 8.3

Continuation.
Results for Cc1cccc(NC(=O)CSc2nnc(NC(=O)CN3CCOCC3)s2)c1 ?
ALOX12 inhib: 6.1%; ALOX15B inhib: 0.2%; PNC inhibitor: inconclusive; IMPase inh: 5.3

What do the screens show for `COC(=O)Nc1nnc(-c2ccncc2)s1`?
ALOX12 inhib: -2.1%; ALOX15B inhib: -9.9%; PNC inhibitor: 14.6; IMPase inh: -6.1

Results for Cc1cc(NCCCn2ccnc2)n2ncc(-c3ccc(Cl)cc3)c2n1 ?
ALOX12 inhib: -9.4%; PNC inhibitor: 25.6; IMPase inh: -11.0

How did CC(C)NCc1c(O)c(Br)cc2oc3c(c12)CCCC3 do in these assays?
ALOX12 inhib: -5.4%; ALOX15B inhib: 7.8%; PNC inhibitor: inconclusive; IMPase inh: 3.9

What do the screens show for `CCCCc1ccc(/C=C2\C(=O)c3ccccc3C(O)=C2C(=O)OCC)cc1`?
ALOX12 inhib: -9.2%; ALOX15B inhib: 10µM*; PNC inhibitor: 42.5; IMPase inh: 19.0

Results for CCC(C)NC(=O)Cn1nc([N+](=O)[O-])c(Cl)c1C (stereo not given) ?
ALOX12 inhib: -1.0%; ALOX15B inhib: -0.4%; PNC inhibitor: 1.1; IMPase inh: -2.0

How did CSc1nc(C)cc(C)c1C#N do in these assays?
ALOX12 inhib: 1.3%; ALOX15B inhib: 3.5%; PNC inhibitor: 17.6; IMPase inh: 3.9
